Source: PubChem (National Center for Advancing Translational Sciences (NCATS))
Hsp90 Hop PPI: changes Hsp90-Hop TPR2A binding signal, up or down; AlphaScreen TPR2A-His6 binding biotin-Hsp90 C-terminal peptide; Potency, µM (series often up to 57 µM), without a hit: top-dose activity change, negative = inhibition; 0.44% of 71,000 active; AID 595; active = well fitted curve in either direction with a large enough effect; inconclusive = small, poorly fitted or top-dose-only effect, or another doubt; also: potency is read from the fitted curve at half-maximal effect; % is scaled to controls: 0 for no effect and ±100 for the full control effect; many of its hits are not listed in these tables
Luciferase inh: firefly luciferase inhibition; P08659; purified firefly luciferase, luminescence, 8 min; Potency, µM (top dose mostly 57.1 µM), for the others: at the top dose activity change, negative = inhibition, hits mostly inhibitors; 2.2% of 72,000 active; also: potency is read from the fitted curve at half-maximal effect; % is scaled to controls: 0 for no effect and ±100 for the full control effect; nearly all actives have a fitted effect of over 40% in size
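qHTS concentration-response profiling: light output of P. pyralis luciferase with luciferin and 10 uM ATP, imidazole buffer pH 7.2. Read by luminescence after 8-min room-temperature incubation.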
DNA Pol III inh: blocks replication by bacterial DNA polymerase III holoenzyme; reconstituted DNA polymerase III holoenzyme replication, biochemical; Potency, µM (titrated, usually from 57.1 µM), for inactives: at the top dose activity change, negative = inhibition; 0.25% of 71,000 active; also: potency is read from the fitted curve at half-maximal effect; % is scaled to controls: 0 for no effect and ±100 for the full control effect
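Reconstituted *E. coli* holoenzyme (0.35 nM Pol III, 1 nM beta, 154 nM SSB, 2 nM primase) was preincubated with compound for 15 min at RT. Synthesis on 1.4 nM ssM13Gori ran 35 min, then was stopped with PicoGreen/EDTA and read as dsDNA fluorescence.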
HBB splice mod: alters splicing of the hemoglobin beta chain | Potency, µM (titrated, usually from 46.1 µM), for inactives: top-dose activation, usual class: activators | 0.06% of 65,000 active | HBB splicing reporter cell assay, activation; EGFP reporter with mutant IVS2-654 intron; response scale: normalised to 500 nM splice-correcting PNA | AID 925; also: potency is read from the fitted curve at half-maximal effect; 0% is about no effect
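HeLa cells stably expressing EGFP interrupted by mutant beta-globin intron 2 (IVS2-654), 500/well in 2% FCS. Treated with compound for 2 days at 37C. Splicing correction scored as total well GFP intensity (488 nm excitation, 500-520 nm emission); 500 nM antisense PNA served as control.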
UbGFP stabilizer: ubiquitin-GFP accumulation via proteasome inhibition; 67,000 tested, under 10 active; Potency, µM (series often up to 45.9 µM), for inactives: top-dose activation (GFP accumulation), actives largely listed as activators; AID 526; Ubiquitin-GFP reporter cells, proteasome inhibition, GFP fluorescence; response scale: untreated = 0%, 10 µM MG-132 = 100%; active = well fitted activation curve with a large enough effect, not every such curve was filed as active; inconclusive = small, poorly fitted or top-dose-only effect, or another doubt; inactive = no such curve, though single readings can be large or run the other way; also: potency is read from the fitted curve at half-maximal effect
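U2OS Ub(G76V)-GFP reporter; O/N plating, 0.5% FBS; cpd 46 uM–2.9 nM, 4 h, 37 °C; GFP+ cell count, 488/515 nm; norm. to basal vs 10 uM MG-132; CRC fit.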
Tau fil binding: binds recombinant human tau filaments. P10636. recombinant tau filaments, thioflavin S fluorescence, 15 h; filaments grown with octadecylsulfate alongside compound. Potency, µM (highest dose often 57.1 µM), without a hit: at the highest dose activity change, negative = inhibition. 2% of 71,000 active. AID 596;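 also: potency is read from the fitted curve at half-maximal effect; % is scaled to controls: 0 for no effect and ±100 for the full control effect; actives lower thioflavin S fluorescence by blocking filaments or displacing dye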
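Tau 2 uM in ThS buffer dispensed; compound added; 60 uM ODS added (finals 1 uM tau, 30 uM ODS); 15 h 37 C; fluor ex450/em510.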
CRE-bla Fsk: alters forskolin-stimulated CRE reporter signaling in CHO cells. 2.5% of 71,000 active. CHO CRE-bla reporter (cAMP response element driving beta-lactamase), forskolin EC10, beta-lactamase ratio. AID 662. Potency, µM (titrated, usually from 38.2 µM), without a hit: at the highest dose activity change, negative = inhibition, most hits filed as activators; active = well fitted activation curve with a large enough effect in the signal ratio, with a control signal flat, not every such curve was filed as active; inconclusive = small, poorly fitted or top-dose-only effect, or effect the other way, or a change in a side signal; the % refers to the signal ratio; also: potency is read from the fitted curve at half-maximal effect; % of control where 0% means no effect
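qHTS titration format; CRE-bla CHO reporter; stimulus EC10 NKH 477, a water-soluble forskolin. Read: CCF4 460/530 nm ratio. Potency expressed as AC50 for activators or inhibitors.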
15-hLO inh: blocks human 15-lipoxygenase activity. 1.4% of 74,000 active. P16050. Potency, µM (highest dose often 57.1 µM), for the others: at the highest dose activity change, negative = inhibition, usual class: inhibitors. purified 15hLO-1, xylenol orange hydroperoxide absorbance. AID 887; also: potency is read from the fitted curve at half-maximal effect; % is scaled to controls: 0 for no effect and ±100 for the full control effect; nearly all actives have a fitted effect of over 55% in size
Target sequence (P16050 whole entry, looked up): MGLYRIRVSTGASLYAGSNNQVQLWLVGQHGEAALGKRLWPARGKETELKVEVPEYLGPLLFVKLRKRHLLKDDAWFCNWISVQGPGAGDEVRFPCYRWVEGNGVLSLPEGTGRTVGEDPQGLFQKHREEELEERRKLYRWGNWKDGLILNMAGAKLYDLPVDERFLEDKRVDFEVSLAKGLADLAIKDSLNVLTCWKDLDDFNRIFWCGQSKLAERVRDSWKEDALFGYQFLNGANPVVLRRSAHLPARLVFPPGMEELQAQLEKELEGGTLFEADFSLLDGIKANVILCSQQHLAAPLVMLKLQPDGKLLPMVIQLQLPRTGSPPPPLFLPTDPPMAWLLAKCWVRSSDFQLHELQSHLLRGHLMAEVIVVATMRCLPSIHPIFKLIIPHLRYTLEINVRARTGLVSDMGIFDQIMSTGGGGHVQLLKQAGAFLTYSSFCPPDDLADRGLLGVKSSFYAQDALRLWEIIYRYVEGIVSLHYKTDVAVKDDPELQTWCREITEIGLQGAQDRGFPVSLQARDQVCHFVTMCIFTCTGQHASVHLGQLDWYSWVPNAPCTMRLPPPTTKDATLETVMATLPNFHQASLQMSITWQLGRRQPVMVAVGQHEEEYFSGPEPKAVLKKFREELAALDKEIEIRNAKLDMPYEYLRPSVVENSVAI
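Quantitative HTS in 25 mM Hepes pH 7.5 containing 0.01% Triton X-100: human 15hLO-1 at 40 nM, arachidonic acid at 50 uM, 6 min turnover. Product quantified via ferrous oxidation/xylenol orange, 573:405 nm absorbance ratio.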
GFP derepression: epigenetic modulators derepressing GFP locus in mouse cells | 0.09% of 68,000 active | Potency, µM (titrated, usually from 46.1 µM), for the others: at the highest dose GFP derepression (activation) | mouse C127i GFP locus derepression, cytometry, 30 h; also: % of control where 0% means no effect
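Derepression screen: silenced CMV-GFP reporter in murine C127i cells, 30 h compound incubation at 37 C, washed cells imaged by laser-scanning cytometer to enumerate GFP-expressing objects of 20 to 120 um.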
HADH2 inhib: blocks human hydroxyacyl-CoA dehydrogenase type II; recombinant HADH2, NADH fluorescence, beta-hydroxybutyryl-CoA; Q99714; Potency, µM (top dose mostly 57.1 µM), inactives show top-dose activity change, negative = inhibition, most hits filed as inhibitors; 3.4% of 73,000 active; AID 886; also: potency is read from the fitted curve at half-maximal effect; % is scaled to controls: 0 for no effect and ±100 for the full control effect; nearly all actives have a fitted effect of over 60% in size; many of its hits are not listed in these tables
Target sequence (Q99714 whole entry, looked up, one chain of several): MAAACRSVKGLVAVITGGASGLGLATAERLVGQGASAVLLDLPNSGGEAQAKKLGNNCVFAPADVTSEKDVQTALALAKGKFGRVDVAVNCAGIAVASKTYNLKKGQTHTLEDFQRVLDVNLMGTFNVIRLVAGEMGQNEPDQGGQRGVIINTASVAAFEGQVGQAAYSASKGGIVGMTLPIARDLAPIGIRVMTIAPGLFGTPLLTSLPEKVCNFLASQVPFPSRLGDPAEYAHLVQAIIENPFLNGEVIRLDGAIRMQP
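Read-out: 360 nm excitation, 450 nm emission, kinetic over 4 min. Conditions: His-tagged human HADH2 20 nM, pH 9.0 Tris with Tween-20, 1 mM NAD+, 90 uM beta-hydroxybutyryl-CoA.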
ERK AVP inh: blocks ERK signaling stimulated by vasopressin; HEK293-V1b, vasopressin-stimulated pERK AlphaScreen; Potency, µM (titrated, usually from 57.5 µM), for inactives: top-dose activity, negative = inhibition, usual class: inhibitors; 0.99% of 72,000 active; AID 995; also: potency is read from the fitted curve at half-maximal effect; % is scaled to controls: 0 for no effect and ±100 for the full control effect; nearly all actives have a fitted effect of over 55% in size
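Phosphorylated ERK1/2 detected via AlphaScreen bead proximity in lysates of V1b-expressing HEK293 cells given 25 nM vasopressin for 5 min after 30 min compound exposure (37 °C). AC50 from Hill equation; basal DMSO 0%, vasopressin 100%.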
Active calls of the source: *; ? = inconclusive; . = no result given; [ ] = remark or other dose. Unless noted, calls follow the shape of the dose curve; as a rule, active = well fitted curve in the direction sought with a large enough effect; inconclusive = small, poorly fitted or top-dose-only effect, or another doubt; inactive = no such curve, though single readings can be large; an effect the other way counts as inactive or inconclusive. This is a subset (hit frequency here may not be typical).

SMILES	HBB splice mod	UbGFP stabilizer	ERK AVP inh	CRE-bla Fsk	Hsp90 Hop PPI	15-hLO inh	HADH2 inhib	Luciferase inh	GFP derepression	DNA Pol III inh	Tau fil binding
CCOC(=O)C1CCc2nc3ccccc3c(=O)n21 (centres undefined)	-0.7%	-9%	-9%	1%	-2%	4%	-2%	1%	0%	-2%	4%
Cc1onc(-c2ccccc2Cl)c1C(=O)OCC(=O)Nc1ccc2c(c1)OCO2	-2.3%	0%	6%	-15%	-2%	-11%	1%	1%	1%	4%	-19%
COc1ccc(CCNC(=O)CSc2nc(-c3ccco3)cc(C(F)(F)F)n2)cc1	-0.1%[57.5 µM]	2%	11%	0%	-1%	2%	2%	0%	-1%	-6%	-16%
COC(=O)c1nnn(Cc2ccccc2)c1N	0.1%[57.5 µM]	-4%	17%	-5%	-5%	14%	-5%	0%	7%	-5%	-1%
Cc1ccc(-c2nn3c(C)nnc3s2)cc1NC(=O)c1ccc(OC(C)C)cc1	-0.7%	4%	.	?	0%	18%	0%	-2%	.	6%	231%
COc1ccc(NC(=O)CSc2nnc(-c3ccc(C)cc3)n2N)cc1	1.6%[1.84 µM]	-7%	6%	7%	0%	-6%	0%	-1%	0%	-12%	205%
O=C1CC(c2cccc(Oc3ccccc3)c2)NC(=O)N1 (centres undefined)	-0.1%[57.5 µM]	4%	-15%	4%	4%	7%	-3%	-1%	-3%	?	-2%
Brc1ccc2oc3c(N4CCOCC4)ncnc3c2c1	-0.6%[57.5 µM]	2%	-4%	?	-3%	4%	13%	-1%	-2%	-2%	30%
CC(=O)N1CCc2cc(Br)cc(S(=O)(=O)N3CCCCCC3)c21	-0.4%	0%	10%	-1%	-3%	-6%	3%	2%	-1%	-4%	17%
COc1ccccc1OCC(=O)O	-2.1%[57.5 µM]	-2%	-2%	-2%	-3%	9%	-8%	2%	3%	-6%	-2%
CCc1nc(SCC(=O)Nc2ccc(C(=O)O)cc2)n[nH]1	-0.2%	-3%	.	2%	-3%	1%	?	-3%	.	-1%	1%
c1ccc(-c2nc3cnccn3c2Nc2ccc3c(c2)OCCO3)cc1	2.0%	-20%	1%	?	-4%	-25%	-8%	-4%	0%	-1%	-17%
COc1ccc(S(=O)(=O)N2CCN(c3ncnc4c(-c5ccccc5)nsc34)CC2)cc1	-0.9%	-7%	11%	-10%	-6%	2%	1%	0%	-1%	-6%	4%
c1ccc(-n2nnc3ccccc32)nc1	-0.6%[1.84 µM]	4%	7%	?	4%	10%	11%	2%	0%	2%	5%
Cc1ccc(C)c(N2CCN(C(=O)C3CCCN(S(=O)(=O)c4c(C)noc4C)C3)CC2)c1 (centres undefined)	-1.0%	9%	-12%	-13%	-7%[2.3 µM]	1%	5%	1%	.	10%	24%
CN1CCN(Cc2nc3c(c(=O)n(C)c(=O)n3C)n2CCCc2ccccc2)CC1	0.3%[57.5 µM]	0%	-15%	-5%	-2%	8%	5%	0%	0%	-17%	10%
CS(=O)(=O)Nc1ccccc1C(=O)N1CCCC1	-0.4%[57.5 µM]	3%	15%	3%	-3%	0%	-9%	2%	-3%	-4%	2%
Nc1ccccc1C#Cc1ccccc1	2.8%	.	7%	3%	2%	.	12%	.	.	-2%	?
NS(=O)(=O)c1ccc(NCc2cnc3ccccc3c2)cc1	2.3%[9.22 µM]	-4%[9.17 µM]	3%[11.5 µM]	5%[7.6 µM]	-6%[11 µM]	16%[11.4 µM]	8%[11.4 µM]	1%[11.4 µM]	0%[9.22 µM]	-7%[11.4 µM]	-1%[11.4 µM]
COc1ccc(CNC(=O)c2cc3c(=O)n4ccccc4nc3n(Cc3cccnc3)c2=N)cc1	10%	21%	13%	?	-5%	-27%	0%	2%	-3%	-4%	107%
COc1ccc(Cl)cc1N1C(=O)[C@@H]2C(c3cccc(OC)c3OC)=NO[C@@H]2C1=O	-0.4%	-1%	11%	?	2%	4%	-10%	0%	-3%	-11%	9%
C=CCn1c(SCc2nc3ccccc3nc2C)nnc1-c1ccoc1C	-1.2%	-2%	-14%	?	-7%	-8%	?	0%	-2%	-1%	5%
Nc1ncnc2c1ncn2CCCCC(=O)O	-0.4%[9.22 µM]	1%[9.17 µM]	-22%[11.5 µM]	-2%[7.6 µM]	-4%[11 µM]	4%[11.4 µM]	5%[11.4 µM]	3%[11.4 µM]	2%[9.22 µM]	-4%[11.4 µM]	-4%[11.4 µM]
COCCN1C(=O)c2oc3cc(C)c(C)cc3c(=O)c2C1c1cccc(O)c1 (centres undefined)	-0.4%[1.84 µM]	4%	-3%	?	-6%	-7%	-1%	2%	5%	-4%	-10%
Cc1csc(NC(=O)C2CCCO2)n1 (centres undefined)	-4.1%	-1%	-11%	?	0%	7%	6%	-1%	-2%	3%	6%
CCOC(=O)c1ccccc1NC(=O)C1COc2ccccc2O1 (centres undefined)	1.3%	4%	12%	?	?	-11%	-11%	2%	2%	1%	10%
O=C(NCc1ccccc1)NC1(C(=O)N2CCN(c3ccccc3)CC2)CCCCC1	-0.6%	-2%	-11%	-18%	-1%	-2%	5%	0%	-1%	-2%	-12%
COc1ccc(Nc2nnc(Cc3ccc(Cl)cc3)c(=O)[nH]2)c(OC)c1	0.4%	1%	-5%	?	-7%	-8%	-16%	0%	0%	3%	-57%
Cc1cc(C(=O)COC(=O)CCCN2C(=O)c3ccccc3C2=O)c(C)n1C	0.0%[57.5 µM]	0%	31%[activator]	1%	-5%	4%	11%	-25%	-1%	-1%	2%
Cc1c(-n2cc(C(=O)O)c(=O)c3cc(F)c(N4CCCC4)c(F)c32)c(=O)n(-c2ccccc2)n1C	-0.1%	13%	-5%	?	1%	9%	?	-2%	?	-5%	3%
Cc1noc(C)c1-c1cncnc1NC1CC1	-1.3%	-2%	10%	3%	-4%	?	?	-2%[2.29 µM]	0%[9.22 µM]	-2%	-1%
CC(C)CCNC(=O)CCCn1c(=O)[nH]c2ccc(Br)cc2c1=O	-0.6%	-7%	21%	-6%	-6%	4%	7%	2%	2%	-4%	-1%
CC(C)n1c(-c2ccc(N(C)C)cc2)nc2ccccc21	-0.7%[57.5 µM]	-4%	-23%	?	-20%	4%	32µM*	13µM*	-2%	-3%	-7%
CCOc1cc2c(cc1C(C)(C)C)NC(=O)CS2	1.1%	0%	19%	?	-4%	-25%	12%	2%	8%	-12%	-14%
CCS(=O)(=O)N1CCC(C(=O)NCCCN2CCC(Cc3ccccc3)CC2)CC1	-0.6%	-10%	10%	?	-4%	-4%	2%	-1%	-3%	-1%	-5%
O=C(Cn1c(NCCO)nc2ccccc21)c1ccco1	.	6%	9%	-3%	2%	3%	4%	1%	0%	-3%	-17%

Compounds shown so far containing a COOH group (four):
SMILES	HBB splice mod	UbGFP stabilizer	ERK AVP inh	CRE-bla Fsk	Hsp90 Hop PPI	15-hLO inh	HADH2 inhib	Luciferase inh	GFP derepression	DNA Pol III inh	Tau fil binding
COc1ccccc1OCC(=O)O	-2.1%[57.5 µM]	-2%	-2%	-2%	-3%	9%	-8%	2%	3%	-6%	-2%
CCc1nc(SCC(=O)Nc2ccc(C(=O)O)cc2)n[nH]1	-0.2%	-3%	.	2%	-3%	1%	?	-3%	.	-1%	1%
Nc1ncnc2c1ncn2CCCCC(=O)O	-0.4%[9.22 µM]	1%[9.17 µM]	-22%[11.5 µM]	-2%[7.6 µM]	-4%[11 µM]	4%[11.4 µM]	5%[11.4 µM]	3%[11.4 µM]	2%[9.22 µM]	-4%[11.4 µM]	-4%[11.4 µM]
Cc1c(-n2cc(C(=O)O)c(=O)c3cc(F)c(N4CCCC4)c(F)c32)c(=O)n(-c2ccccc2)n1C	-0.1%	13%	-5%	?	1%	9%	?	-2%	?	-5%	3%
